Screening data as filed in PubChem BioAssay.
STK33 kinase inh = human STK33 kinase inhibition | Q9BYT3 | purified STK33, MBP phosphorylation, ADP-Glo luminescence | inhibition, % at 10 µM | hit rate 0.073% among 320,000 | AID 2661;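 active = inhibition at or above 25%, using the most active replicate where run in duplicate; inactive = inhibition below 25%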
Target sequence (Q9BYT3 whole entry, looked up): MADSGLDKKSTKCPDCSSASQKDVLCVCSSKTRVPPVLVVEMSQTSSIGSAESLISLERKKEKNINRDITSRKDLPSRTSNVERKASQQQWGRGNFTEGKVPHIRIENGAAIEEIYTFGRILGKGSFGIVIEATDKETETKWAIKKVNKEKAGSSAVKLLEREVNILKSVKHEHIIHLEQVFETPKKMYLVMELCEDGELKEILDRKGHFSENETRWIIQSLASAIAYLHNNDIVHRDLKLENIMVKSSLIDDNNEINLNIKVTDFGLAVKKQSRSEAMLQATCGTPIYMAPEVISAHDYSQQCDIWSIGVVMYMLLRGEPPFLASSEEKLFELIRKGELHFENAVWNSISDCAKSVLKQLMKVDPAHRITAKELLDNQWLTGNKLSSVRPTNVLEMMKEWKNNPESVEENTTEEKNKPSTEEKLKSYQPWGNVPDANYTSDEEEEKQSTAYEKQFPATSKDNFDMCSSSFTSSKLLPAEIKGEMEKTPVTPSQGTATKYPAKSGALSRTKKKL
OX1R antag = OX1R (human) antagonism. O43613. OX1R-expressing cells, FRET antagonist read-out. inhibition, % at 6.6 µM. hit rate 1.8% among 330,000. AID 485270; in the data active = inhibition mostly above about 38%, no sharp cut-off; inactive = mostly below about 40%;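 note: 0% = agonist challenge alone and 100% = reference antagonist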
Target sequence (O43613 whole entry, looked up): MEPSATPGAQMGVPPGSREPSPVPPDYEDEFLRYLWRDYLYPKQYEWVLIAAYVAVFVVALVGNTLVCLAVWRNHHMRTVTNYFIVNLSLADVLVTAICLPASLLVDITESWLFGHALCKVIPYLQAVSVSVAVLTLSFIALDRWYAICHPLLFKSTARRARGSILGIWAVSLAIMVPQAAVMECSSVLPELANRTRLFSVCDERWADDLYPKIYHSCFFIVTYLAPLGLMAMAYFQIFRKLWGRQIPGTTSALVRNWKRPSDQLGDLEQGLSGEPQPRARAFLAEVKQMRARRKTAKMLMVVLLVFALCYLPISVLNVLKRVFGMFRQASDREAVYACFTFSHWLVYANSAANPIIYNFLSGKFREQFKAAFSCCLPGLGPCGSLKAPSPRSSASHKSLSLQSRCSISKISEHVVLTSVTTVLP
KCNQ2 inh = KCNQ2 potassium channel inhibitors, primary screen, cell-based, CHO-K1, FluxOR thallium flux, B-score (AID 2156); B-score at 10 µM; hit rate 1.1% among 310,000; 20 min; hits give low values;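 active = fluorescence ratio B-score at most minus 3 library SDs, with starting brightness B-score within 2 library SDs, cut at about -5.5 in these data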
Active calls of the source: *; i = inactive; . = no result given; & = joins results of further samples. Outcome played no part in choosing rows. Share with any hit: about 2.7%.

No. | SMILES | STK33 kinase inh | OX1R antag | KCNQ2 inh
1 | CSc1nc2ccccc2cc1/C=C(\C#N)c1ccccc1 | 0.1 | 16 | i
2 | COc1ccc(N2CCCn3c2nc2c3c(=O)n(CCN3CCOCC3)c(=O)n2C)cc1 | -1.2 | -1 | i
3 | O=C1CC(N2CCC(Cc3ccccc3)CC2)C(=O)N1CCc1ccccc1 (stereo not given) | -0.3 | 0 | i
4 | CCC(=O)c1ccc(OCC(O)CNCCc2ccc(Cl)cc2)cc1 (stereo not given) | -0.8 | -3 | i
5 | CC(C)(C)OC(=O)C[C@@H]1C/C=C\C[C@H](CC(=O)N(CCO)Cc2ccccc2)C(=O)N2CCC[C@H]2COC1=O | -0.3 | 11 | .
6 | CCc1nc2sc3ccccc3c(=O)c2c(=O)n1Cc1ccco1 | 0.1 | 21 | i
7 | O=S(=O)(N1CCCCC1)N1CCN(CC(O)COc2ccc3cc(Br)ccc3c2)CC1 (stereo not given) | -2.1 | 12 | i
8 | Cc1ccc(C(=O)Oc2cc(N)n(S(=O)(=O)c3ccc(C)cc3)n2)cc1 | 0.6 | 20 | i
9 | CCOc1ccc(NC(=O)/C=C/c2ccc(OC)cc2)c([N+](=O)[O-])c1 | 1.1 | 22 | i
10 | O=S(=O)(NCCC1=CCCCC1)c1ccc(OC(F)(F)F)cc1 | -0.4 | 21 | i
11 | O=C(O)COc1ccccc1/C=C1\SC(=S)N(NC(=O)c2ccccc2O)C1=O | -1.9 | 28 | i
12 | CCc1cccc(NS(=O)(=O)c2ccc3c(c2)oc(=O)n3C)c1 | -1.3 | 7 | i
13 | O=C(CSc1nnc(-c2ccccc2)c2ccccc12)NCC1CCCO1 (stereo not given) | -0.7 | 29 | i
14 | CCOc1ccc(C(=O)CN2CCN(S(=O)(=O)c3ccc(OC)cc3)CC2)cc1 | -1.1 | 17 | i
15 | NC(=O)NCc1cccs1 | -2.4 | 14 | i
16 | Cc1cc(=O)oc2cc(NC(=O)c3ccnn3C)ccc12 | -0.3 | 11 | i
17 | O=S(=O)(NCC1CCCO1)c1ccc(Br)s1 (stereo not given) | -0.9 | 10 | i
18 | CCOCCc1nnc(NC(=O)CN2C(=O)c3ccccc3C2=O)s1 | -1.2 | 5 | i
19 | CCN(C[C@H]1N[C@@](Cc2ccccc2)(C(=O)OC)[C@H]2C(=O)N(Cc3ccccc3)C(=O)[C@@H]12)C(=O)NC(C)C | 0.1 | 1 | .
20 | COc1ccccc1NC(=O)CN(Cc1ccco1)C(=O)c1ccc(=O)[nH]c1 | -2.7 | 15 | i
21 | CC1CCN(C(=O)c2[nH]cnc2C(=O)NCC(=O)OCc2ccccc2)CC1 | 0.3 | 21 | i
22 | CNc1nc(NCc2ccccc2)nc(N)c1[N+](=O)[O-] | -0.8 | 7 | i
23 | Cc1ccc(NS(=O)(=O)c2cccc(C(=O)N3CCCCC3)c2)cc1 | -0.2 | 10 | .
24 | COc1ccc(C(=O)OCc2cc(=O)n3ccsc3n2)cc1F | 0.3 | 4 | .
25 | COc1cc(NC(=O)C2CCCO2)c(OC)cc1NC(=O)c1ccccc1 (stereo not given) | -0.3 | 1 | i
26 | N#CC1=C(N)OC2=C(CC/C2=C\c2ccc(F)cc2)C1c1ccc(F)cc1 (stereo not given) | -0.7 | 7 | i
27 | COC(=O)c1ccc(CSc2nnc(Nc3cccc(OC)c3)s2)o1 | 3.7 | 33 | i
28 | Cc1cc(C)c2c(N)c(C(=O)c3ccc(Cl)cc3)sc2n1 | -2.3 | 30 | i
29 | CCc1nc2ccccc2c(C(=O)OCc2nc3ccccc3c(=O)[nH]2)c1C | -1.5 | 16 | .
30 | O=C(c1cccc(F)c1)N1CCC(O)(c2cccnc2)CC1 | -1.2 | 8 | i
31 | COc1ccnc(Oc2ccc(F)cc2)c1C#N | -0.1 | 40 | i
32 | O=C(NCc1ccccc1F)c1cc(=O)[nH]c2ccccc12 | 0.8 | 13 | i
33 | Cc1ccc(C(=O)N2CCN(c3cccc(C)c3C)CC2)o1 | 0.9 | 10 | i
34 | O=C(NCC1CCCO1)c1cccc(S(=O)(=O)NCc2ccccc2)c1 (stereo not given) | -0.1 | 6 | i
35 | CN(C)S(=O)(=O)c1ccccc1C#N | -0.4 | 6 | i
36 | Cc1[nH]n(-c2ccccc2)c(=O)c1C=Nc1ccc(S(=O)(=O)N(C)C)cc1 | 2.8 | 12 | i
37 | COc1ccc(-c2cc(C3CCN(CC(O)C(F)(F)F)CC3)[nH]n2)cc1 (stereo not given) | 0.1 | 3 | i
38 | CN(C(=O)c1cccn(Cc2ccccc2)c1=O)c1ccccc1 | -1.5 | 16 | i
39 | Cn1c(N)c(C(=O)COC(=O)COc2cc(Cl)c(Cl)cc2Cl)c(=O)n(C)c1=O | -3.0 | 11 | .
40 | c1ccc(C2=Nc3c(ccc4ccccc34)C(c3ccncc3)=NN2)cc1 | -0.7 | 2 | -12*
41 | O=C(CSC1=NNC(c2ccccn2)S1)Nc1cccc(Cl)c1 (stereo not given) | -0.8 | 1 | i
42 | O=C(Nc1ccc(N2CCN(C(=O)c3cccs3)CC2)cc1)c1ccccc1F | 7.5 | 10 | i
43 | CCO/C=C1\C(=O)N(c2ccc(OCC)cc2)C(=O)c2ccccc21 | -0.7 | 20 | i
44 | O=C(CCc1ccccc1)Nc1ncc2c(n1)CCCC2=O | -1.3 | 11 | i
45 | CC(C)CNC(=O)c1c2c(nc3ccccc13)-c1ccccc1CC2 | 0.4 | 33 | i
46 | Fc1cccc(Oc2nc3ccccc3n3cccc23)c1 | -0.2 | 56 | i
47 | COc1ccc(NC(=O)CCNS(=O)(=O)c2cccc(C(C)=O)c2)cc1S(N)(=O)=O | -0.4 | 2 | i
48 | Cc1c(Cl)cccc1NC(=S)N1CCN(c2ncccn2)CC1 | -0.7 | 8 | i
49 | O=C(Nc1cc(C(F)(F)F)ccc1Cl)c1cc(C2CC2)on1 | -0.6 | 17 | i
50 | COC(=O)c1ccccc1C(=O)N1CCCC(C(=O)c2cc(F)ccc2F)C1 (stereo not given) | -1.0 | 13 | i

(listing goes on)
No. | SMILES | STK33 kinase inh | OX1R antag | KCNQ2 inh
51 | COc1ccc(C(=O)COC(=O)c2sc(C)nc2C)cc1Cl | 0.8 | 5 | .
52 | O=C(Nc1ccc(N2CCOCC2)cc1)c1ccc([N+](=O)[O-])o1 | -1.8 | 95* | i
53 | CCCC(=O)Nc1nnc(-c2cccc(OCC)c2)s1 | -0.1 | 20 | i
54 | Nc1ccc(C(=O)OCC(=O)Nc2ccc3c(c2)OCO3)cc1[N+](=O)[O-] | 0.2 | 21 | i
55 | CCC(C)(C)NC(=O)CN(C(=O)CCC(=O)Nc1ccccn1)c1ccc(F)c(Cl)c1 | -0.9 | 14 | i
56 | COC1(OC)N=C(N)C2(C#N)C(c3ccc4c(c3)OCO4)C12C#N (stereo not given) | 31* | 27 | i
57 | Cc1ccc2nc(SCc3nnc(-c4cccs4)o3)[nH]c2c1 | 0.3 | 13 | i
58 | COc1ccc(CC(=S)NCCc2ccccc2)cc1 | 1.5 | 0 | -6*
59 | CS(=O)(=O)N1CCC(C(=O)N2CCN(c3ccc(F)cc3)CC2)CC1 | -0.8 | -4 | i
60 | CC1CN(S(=O)(=O)c2cccc3nsnc23)CC(C)O1 (stereo not given) | 0.0 | 19 | i
61 | CCCCOc1ccc(NC(=O)c2cnc(C)cn2)cc1 | -0.2 | 11 | i
62 | O=C(NCCCCc1ccccc1)C1CC(c2cccc(F)c2)=NO1 (stereo not given) | -1.9 | 44 | i
63 | CCCn1c(=O)c2ccccc2n2c(SCC(=O)Nc3cc(C)on3)nnc12 | -2.0 | 6 | i
64 | Cc1cc(C)cc(NC(=O)CSc2nc(=O)n(CCCN3CCOCC3)c3c2CCCC3)c1 | -0.8 | 21 | i
65 | COc1cc(NC(=S)N2CCc3ccccc3C2)cc(OC)c1 | -0.2 | 12 | i
66 | Cc1ccc(NC(=O)c2cc3ccccc3o2)cc1 | 0.4 | 4 | i
67 | CSc1ccccc1NC(=O)COc1ccccc1Cl | 3.9 | 20 | i
68 | Nc1sc2c(c1C(=O)NC1CC1)CCCC2 | 0.2 | -1 | .
69 | O=C1C(=O)N(Cc2cccnc2)C(c2ccc(Br)cc2)/C1=C(\O)c1ccc2c(c1)OCCO2 (stereo not given) | -2.6 | 11 | i
70 | O=C(Nc1ccc(Oc2ccc3ccccc3c2)cc1)c1ccco1 | -0.3 | 32 | i
71 | O=C(NC(=S)Nc1ccc(S(=O)(=O)Nc2nccs2)cc1)C1CC1 | -0.6 | 18 | i
72 | Cc1cc(C(=O)N=Nc2c(O)n(C(C)C)c3ccccc23)n[nH]1 | 0.0 | 22 | i
73 | CCc1cc(=O)[nH]c(SCC(=O)N2CCC(Cc3ccccc3)CC2)n1 | -2.2 | 13 | i
74 | O=C(NNC(=O)c1csc(-c2cccnc2)n1)c1ccccc1 | 2.8 | 15 | i
75 | O/C(=C\c1ccc2ccccc2n1)c1ccncc1 | 10.0 | 41 | i
76 | CNc1ccc(SC#N)cc1 | -1.6 | 2 | i
77 | COc1ccc(-c2nc(C=O)cs2)cc1 | -2.3 | 11 | i
78 | O=C(Nc1ccc(C(=O)O)cc1)Nc1cccc2ccccc12 | 1.0 | 12 | i
79 | Cc1cccc2cc3c(NC(=O)c4ccccn4)nn(C)c3nc12 | -0.4 | 7 | i
80 | C/C(=N/NC(=S)Nc1ccccc1)c1ccc2c(c1)OCO2 | 1.1 | 36 | i
81 | C/C(=N\NC(=O)c1ccc(CN(C)S(=O)(=O)c2ccc(C)cc2)cc1)c1ccc(OC(F)F)cc1 | 1.0 | 7 | i
82 | CN(C)S(=O)(=O)c1cccc(NC(=O)c2n[nH]c(=O)c3ccccc23)c1 | -0.9 | 13 | i
83 | COC(=O)c1sc(NC(=S)NC(=O)c2ccccc2C)nc1C | -1.2 | 15 | i
84 | O=C(CN1CCN(C(=O)CNC(=O)c2ccc3c(c2)OCO3)CC1)Nc1ccccc1Cl | 0.9 | 7 | .
85 | COc1nc(Oc2ccc(C(=O)OCC(N)=O)cc2)nc(N(C)C)n1 | -0.4 | 10 | i
86 | CCN(CC)C(=O)NCc1c(C)cc(C)cc1C | 0.5 | 20 | i
87 | COC(=O)C1=C(C)N(CCc2cc(OC)c(OC)c(OC)c2)C(=O)N[C@H]1c1ccccc1 | 0.0 | 8 | i
88 | Cc1ccc(-c2csc(NC3OC(=O)c4ccccc43)n2)cc1 (stereo not given) | -1.0 | 5 | i
89 | O=C(NC1CC1)C1=C[C@@H](c2c[nH]c3ccccc23)C[C@@H](OCCCCO)O1 | -0.7 | 27 | i
90 | O=C(Cc1cc(=O)[nH][nH]1)N/N=C/c1cccc(Cl)c1Cl | -1.1&1.6 | 9&12 | i
91 | Clc1ccc(-n2c(SCc3nc4ccccc4[nH]3)nnc2-c2ccncc2)cc1 | -1.6 | 15 | i
92 | COC(=O)c1cc(-c2cccc(OC)c2)n[nH]1 | 0.8 | 14 | i
93 | NS(=O)(=O)c1ccc(NC(=S)NCc2ccccc2Cl)cc1 | -0.2 | 11 | i
94 | Cc1ccc(S(=O)(=O)/N=C(\N)c2ccc(Cl)cc2)cc1 | 0.3 | . | i
95 | O=C(c1ccco1)N1CCN=C1SCc1cccc(F)c1 | -0.6 | 8 | i
96 | Cn1c(SCC(=O)NNC(=S)Nc2ccccc2)nnc1-c1ccccc1 | -1.0 | 5 | i
97 | COC(=O)C1C2CCC(C2)C1C(=O)OCC(=O)c1ccc(C)cc1 (stereo not given) | -0.2 | 3 | i
98 | CCCC[n+]1ccn(-c2nc3ccccc3nc2[N-]S(=O)(=O)c2cccs2)c1 | -1.6 | 10 | i
99 | O=C(COC(=O)COc1ccc(Cl)cc1Cl)NC1CC1 | -2.1 | -1 | .
100 | C=C(C)c1cccc(C(C)(C)NC(=O)Nc2ccc(OC)nc2)c1 | 1.4 | 28 | i

Entries of single compounds as entered above. Order of values: STK33 kinase inh | OX1R antag | KCNQ2 inh
CCCC[n+]1ccn(-c2nc3ccccc3nc2[N-]S(=O)(=O)c2cccs2)c1 across the screens: -1.6 | 10 | i
NS(=O)(=O)c1ccc(NC(=S)NCc2ccccc2Cl)cc1 across the screens: -0.2 | 11 | i
O=C(c1ccco1)N1CCN=C1SCc1cccc(F)c1 across the screens: -0.6 | 8 | i
COC(=O)c1cc(-c2cccc(OC)c2)n[nH]1 across the screens: 0.8 | 14 | i
Clc1ccc(-n2c(SCc3nc4ccccc4[nH]3)nnc2-c2ccncc2)cc1 across the screens: -1.6 | 15 | i

Following part
No. | SMILES | STK33 kinase inh | OX1R antag | KCNQ2 inh
101 | Cc1cccc(NC(=O)CCC(=O)N/N=C/c2ccc(O)cc2O)c1 | 0.4 | 10 | i
102 | Cc1ccccc1-c1nc(CS(=O)(=O)CC(=O)N2CCOCC2)c(C)o1 | -1.7 | 7 | i
103 | COc1ccc(S(=O)(=O)N2CCCC2CNC(=O)C(=O)NCc2ccc(C)cc2)cc1 (stereo not given) | 0.2 | 2 | i
104 | COc1ccc(-c2noc(N3CCC(C(=O)Nc4cccc(OC)c4)CC3)n2)cc1 | -2.5 | 1 | i
105 | COc1cc(/C=C2/C(=N)N3N=C(CC(=O)N4CCOCC4)SC3=NC2=O)ccc1OCc1ccc(F)cc1 | -2.2 | 15 | i
106 | O=C(NCCc1ccccc1)c1cc(-c2ccc3c(c2)OCO3)on1 | -1.2 | 24 | i
107 | Cc1ccc(NC(=O)COc2ccc(C(=O)NCCc3ccccc3)cc2)cc1 | -1.1 | 18 | i
108 | COc1ccc2nc(-c3ccc(F)cc3)sc2c1 | 1.3 | 10 | i
109 | O=C(COc1ccccc1)Nc1ccc2[nH]ncc2c1 | 0.0 | 9 | i
110 | O=C(c1ccc(S(=O)(=O)N2CCCC2)cc1)N1CCN(c2cccc(Cl)c2)CC1 | -0.5 | 19 | i
